Bioassay records (PubChem BioAssay)
HT1080-NT tox: qHTS for induction of synthetic lethality in tumor cells producing 2HG: qHTS for the HT-1080-NT fibrosarcoma cell line; HT-1080-NT fibrosarcoma viability, CellTiter-Glo ATP luminescence, 48 h; Potency, µM (doses to about 46.1 µM), for the others: top-dose activity, negative = less viability, hits mostly cytotoxic; 360,000 compounds, 1.6% hits; AID 686970, 2013;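 note: NT is the 2HG producing partner of a matched IDH1 knockdown line; potency is the fitted concentration of half-maximal effect; 0% = DMSO-treated cells and -100% = media-only wells without cells; nearly all actives have a fitted effect of over 55% in size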
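Read-out is CellTiter-Glo luminescence after 10 minutes at room temperature, following 48 hours' compound treatment of HT-1080-NT cells (750 cells/well, RPMI, 5% FBS, 37 degrees C).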
HT1080 IDH1KD tx: qHTS for induction of synthetic lethality in tumor cells producing 2HG: qHTS for the HT-1080-IDH1KD cell line; HT-1080 IDH1 knockdown viability, ATP luminescence, 48 h; Potency, µM (doses to about 46.1 µM), inactives show at the highest dose activity, negative = toxicity, actives largely listed as cytotoxic; 360,000 compounds, 2% hits; AID 686971, 2013;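 note: potency is the fitted concentration of half-maximal effect; 0% = DMSO wells and -100% = cell-free medium wells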
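HT-1080-IDH1KD cells (IDH1 knocked down), 750/well in RPMI with 5% FBS, treated with compound 48 h at 37 degrees C. Viability by CellTiter-Glo luminescence, normalised to DMSO and no-cell wells; concentration-response curves classed.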
KB-3-1 cytotox: qHTS assay for MDR1-selective chemotherapeutics: Primary screen using the parental adenocarcinoma cell KB-3-1; KB-3-1 viability, CellTiter-Glo ATP luminescence, 72 h; Potency, µM (titrated, usually from 46.1 µM), inactives show at the top dose activity change, negative = cytotoxic, most hits filed as cytotoxic; 400,000 compounds, 1.4% hits; AID 1347075, 2019; note: potency is the fitted concentration of half-maximal effect; % is set by controls: 0 for no effect and ±100 for the full control effect; nearly all actives have a fitted effect of over 60% in size
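72 h, 37 °C compound treatment of KB-3-1 parental cells; CellTiter-Glo added, 10 min, luminescence read. Data corrected against DMSO-only plates and normalized before curve fitting.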
HepG2 tox: qHTS for Inhibitors of TGF-b: Cytotox Counterscreen. Potency, µM (highest dose often 46.1 µM), for inactives: top-dose activity change, negative = cytotoxicity, usual class: cytotoxic. HepG2 CAGA-GFP viability, ATP luminescence, 18 h. 410,000 compounds, 0.76% hits; note: potency is the fitted concentration of half-maximal effect; some results filed as inactive show a strong effect at the top dose
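CellTiter-Glo luminescence gave cytotoxicity after 18 hours at 37 degrees C. The cells were HepG2 CAGA-GFP in 1% FBS DMEM, stimulated with 500 pg/mL TGF-beta after compound addition. %Activity was normalised to no-cell wells (complete cell-killing) and DMSO (no toxicity), and curves were fitted and classified.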
SW480 rerep: A quantitative high throughput screen for small molecules that induce DNA re-replication in SW480 colon adenocarcinoma cells; Potency, µM (highest dose often 46.1 µM), inactives show top-dose re-replication activation, most hits filed as activators; AID 624297, 2012; 340,000 compounds, 1.8% hits; SW480 DNA re-replication, Hoechst DNA content imaging, 48 h; note: potency is the fitted concentration of half-maximal effect; % of control where 0% means no effect; nearly all actives have a fitted effect of over 55% in size
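DNA re-replication was detected as more nuclei of elevated Hoechst intensity after 48 hr exposure to compound (23 nL pinned per well of 250 cells).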
MCF10A rereplic: A quantitative high throughput screen for small molecules that induce DNA re-replication in MCF 10a normal breast cells | MCF 10A DNA re-replication, Hoechst nuclear intensity, 48 h | Potency, µM (series often up to 46.1 µM), for inactives: at the top dose activity, positive = re-replication, most hits filed as activators | 350,000 compounds, 2.9% hits | AID 624296, 2012; note: potency is the fitted concentration of half-maximal effect; % of control where 0% means no effect; nearly all actives have a fitted effect of over 50% in size
ATXN viability: Viability Counterscreen for Primary qHTS for Inhibitors of ATXN expression; S2 cells (HEK-293 line with an ATXN2-luciferase reporter) viability, CellTiter-Fluor protease fluorescence, 24 h; Potency, µM (top dose mostly 56.7 µM), most hits filed as cytotoxic; 400,000 compounds, 0.49% hits; AID 651635, 2014; note: potency is the fitted concentration of half-maximal effect; nearly all actives have a fitted effect of over 40% in size
IL-1B inflam inh: qHTS for Inhibitors of Inflammasome Signaling: IL-1-beta AlphaLISA Primary Screen | activity change, % at 57.5 µM | THP-1 LPS/ATP IL-1B secretion, AlphaLISA, 16 h; active compounds read low | 360,000 compounds, 4.7% hits; in the data active = activity change below about -50%; inconclusive = mostly about -30% to -49%; note: % is set by controls: 0 for no effect and ±100 for the full control effect
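Secreted IL-1B measured by AlphaLISA bead assay after 16 h compound exposure of THP-1 cells; compounds (final up to 57.5 uM) added 1 h before LPS (250 ng/mL) and ATP (1.25 mM) stimulation; lower signal means less secretion.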
ATXN2 expr inh: Primary qHTS for Inhibitors of ATXN expression; HEK-293 ATXN2-luciferase reporter, luminescence, 24 h; Potency, µM (series often up to 57 µM), for inactives: top-dose activity change, negative = inhibition, actives largely listed as inhibitors; 360,000 compounds, 0.72% hits; AID 1745845, 2022; note: potency is the fitted concentration of half-maximal effect; % is set by controls: 0 for no effect and ±100 for the full control effect; nearly all actives have a fitted effect of over 55% in size
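qHTS (up to 57 uM final) was run with 24 h compound exposure of reporter cells at 37 °C. Each well was multiplexed: SteadyGlo luminescence measured ATXN2-luciferase expression after a fluorogenic Gly-Phe-AFC viability readout (25 uM final).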
Starred values were filed as active, the others as inactive; i = inactive; ? = inconclusive; nt = not tested or not shown; [ ] = dose if it differs, or a comment. Unless noted, calls come from the whole dose curve; as a rule, active = well fitted curve in the direction sought with a large enough effect; inconclusive = small, poorly fitted or top-dose-only effect, or another doubt; inactive = no such curve, though single readings can be large; an effect the other way counts as inactive or inconclusive.

SMILES	HT1080-NT tox	HT1080 IDH1KD tx	KB-3-1 cytotox	HepG2 tox	SW480 rerep	MCF10A rereplic	ATXN viability	IL-1B inflam inh	ATXN2 expr inh
Clc1ccc(-c2cn3cc(Cl)ccc3n2)cc1	-1%	0%	0%	-1%	-10%	13%	i	11	nt
COc1ccc(S(=O)(=O)NCCc2ccncc2)cc1	7%	4%	10%	-40%	12%	7%	?	7	1%
Cc1nc(-c2ccc(NC(=O)c3ccccc3Br)cc2)cs1	-2%	-10%	-6%	1%	-8%	17%	i	-52*	20%
COCCN(C(=O)CCC(=O)Nc1cc(C)on1)C(C(=O)NC(C)(C)C)c1cccc(OC)c1OC (stereo unspecified)	13%	26%	0%	2%	9%	-11%	i	4	23%
COc1c(Cl)ccc(Cl)c1C(=O)NC(=O)Nc1nc(C)cc(C)n1	1%	-22%	0%	0%	-21%	1%	i	i	-12%
COC(=O)c1ccc(C23CC4(C2)[C@H](CN(Cc2ccc(-c5ccccc5)cc2)[C@@H]4c2ccccc2)C3c2ccc(C(F)(F)F)cc2)cc1 (stereo partly specified)	12%	8%	25%	1%	-12%[9.22 µM]	-1%	i	0	12%
CCN(CC)C(=O)c1nc[nH]c1C(=O)N1CCc2ccccc2C1	15%	13%	?	8%	-10%	?	i	31	11%
C#CCOCCOCCOCCNc1nc(N2CCN(C(=O)CCCCCCCCCCNC(=O)Cn3cc(C[C@@H](C)O)nn3)CC2)nc(N2CCN(C(=O)CCCCCCCCCCNC(=O)[C@@H](CCSC)n3cc(CCO)nn3)CC2)n1	?	21µM*	-9%	4%	?	?	i	2	-8%
CCN1C(=O)[C@@H]2Cc3c([nH]c4ccccc34)C(c3ccc(OC)cc3)N2C1=S (stereo partly specified)	?	-22%	?	-48%	?	21µM*	nt	-10	nt
CCc1cccc(NC(=O)Cc2cn(C)c3ccccc23)c1	-2%	-17%	-2%	-4%	-7%	6%	?	-24	-23%
CC(C)C[C@H](NC(=O)Nc1cccc(Cl)c1)C(=O)O	6%	2%	8%	1%	0%	-3%	i	0	4%
O=C(O)c1ccc(/C=N/NC(=O)c2ccc(NS(=O)(=O)c3cccs3)cc2)cc1	3%	3%	0%	6%	-4%	-2%	i	5	3%
CN(Cc1ccccc1)C(=O)COC(=O)c1cncc(Br)c1	22%	3%	14%	4%	-7%	11%	i	6	10%
Cc1c(N=C2N=C(NC(=O)c3ccc(F)cc3)c3ccccc32)c(=O)n(-c2ccccc2)n1C	?	25%	1%	12%	-13%	-14%	nt	-8	?
Cc1cn(C)c(CC(=O)NCc2ccc(Cl)cc2)c1C(=O)O	nt	nt	12%	8%	nt	nt	i	nt	12%
O=S(=O)(NC(=S)Nc1ccccc1)c1ccc(F)cc1	9%	13%	2%	-3%	-2%	6%	i	9	-3%
Cc1cccc(C)c1NC(=O)CN1C(=O)S/C(=C\c2cccn2-c2cccc(C(=O)O)c2)C1=O	11%	14%	23%	-3%	-4%	4%	i	7	-4%
COCCCNC(=O)C(=O)Nc1ccc2c(c1)N(S(=O)(=O)c1cccs1)CCC2	?	2.3µM*	1.2µM*	0%	1µM*	1.3µM*	?	19	9%
COC(=O)c1ccc(C2C(Oc3ccc(OC)cc3)C(=O)N2CCc2ccc(OC)c(OC)c2)cc1 (stereo unspecified)	-21%	-16%	11%	-6%	-6%	7%	i	15	-8%
N=C(N)SCCN	12%	-1%	0%	16%	-11%	6%	i	21	4%
COc1c(C)cc(Br)cc1C(=O)Nc1ccc(N2CCN(S(C)(=O)=O)CC2)cc1	16%	-1%	8%	3%	-2%	-9%	i	-7	-3%
CC1CCc2c(sc(NC(=O)COC(=O)c3ccc(NC(=O)CC#N)cc3)c2C#N)C1 (stereo unspecified)	-9%	8%	2%	-11%	-402%[inhibitor]	3%	i	-1	-6%
CCn1c(SCC(=O)Nc2ccc(N(C)C)cc2)nnc1-c1cccc(C)c1	-1%	3%	-7%	12%	-3%	0%	i	-7	-9%
CCOC(=O)C1=CN(CC)CCC1=O	9%	3%	0%	-12%	-3%	-7%	i	16	8%
COc1ccc(OC)c(S(=O)(=O)N2CCC(C(=O)NCc3ccccc3)CC2)c1	-4%	7%	-4%	-19%	0%	6%	i	25	0%
C=CCn1c(Cc2cccs2)nnc1SCC(=O)Nc1ccc(OC)cc1	-5%	-12%	15%	-44%	-1%	17%	i	-5	-8%
Cc1cccc(S(=O)(=O)NC(=O)C2(C)CCN2C(=O)Cc2cc(F)ccc2F)c1 (stereo unspecified)	5%	?	-24%	-28%	nt	nt	i	-22	1%
CCc1ccc(CN(C)C(=O)CCc2nc3ccccc3n(-c3ccc(OC)cc3)c2=O)cc1	-13%	15µM*	-14%	-28%	?	?	i	-56*	-15%
CCCN1Cc2cccc(C(=O)Nc3cc(OC)cc(OC)c3)c2C1=O	0%[9.24 µM]	-1%	-5%	-11%	14%	3%	i	0	0%
O=C(C1CC(=O)N(C2CCCCC2)C1)N1CCc2ccccc21 (stereo unspecified)	-5%	1%	1%	9%	-76%[inhibitor]	-3%	i	17	nt
COc1ccc(OC)c(-c2csc(NC(=O)c3ccc(F)cc3)n2)c1	?	?	?	-18%	?	6.5µM*	i	-2	nt
O=C(C1CCCCC1)N(Cc1nc2sc3c(c2c(=O)[nH]1)CCCC3)Cc1cccs1	?	?	-4%	-9%	10%	?	i	14	-2%
CCN(CC)CCC(=O)c1ccc(F)cc1	-2%	4%	-4%	0%	-16%	-4%	i	6	1%[11.3 µM]
CCOC(=O)CCCNC(=O)COC(=O)/C=C/c1ccc2c(c1)OCO2	0%	-4%	1%	5%	-33%[inhibitor]	?	i	-12	-28%
Cc1ccccc1Nc1nc(N)nc(C)c1Br	-5%	-14%	-2%	-4%	-3%	-13%	i	-3	0%
O=C1CCc2cc(S(=O)(=O)NC(C(=O)N3CCN(c4ccccn4)CC3)c3ccccc3)ccc2N1 (stereo unspecified)	7%	0%	-2%	-22%	-10%	?	i	16	-7%
CCOc1ccc2[nH]c(=O)c(CN(CCO)C(=O)c3ccccc3F)cc2c1	1%	-2%	3%	-5%	6%	-4%	i	-16	-28%
O=[N+]([O-])c1ccc(N2CCN(S(=O)(=O)c3ccccc3[N+](=O)[O-])CC2)cc1NCc1cccnc1	-15%	-9%	-4%	-27%	-6%	-2%	i	-2	-23%
CC(C)(OC(=O)c1ccc(F)cc1)c1cc2ccccc2c(=O)o1	1%	4%	6%	-3%	-18%[9.22 µM]	-3%	i	33	8%
O=C(c1cccc(S(=O)(=O)N2CCc3ccccc32)c1)N1CCc2ccccc2C1	-23%	-23%	?	-12%	4%	6%	i	?	-36%

Single entries from above.
ATXN2 expr inh result of COc1ccc(OC)c(S(=O)(=O)N2CCC(C(=O)NCc3ccccc3)CC2)c1 stands at 0%
HepG2 tox result of COc1ccc(OC)c(-c2csc(NC(=O)c3ccc(F)cc3)n2)c1 stands at -18%

New compounds follow
SMILES	HT1080-NT tox	HT1080 IDH1KD tx	KB-3-1 cytotox	HepG2 tox	SW480 rerep	MCF10A rereplic	ATXN viability	IL-1B inflam inh	ATXN2 expr inh
COc1ccccc1C(=O)N1N=C(c2ccc(NS(C)(=O)=O)cc2)CC1c1cccs1 (stereo unspecified)	-1%	0%	-21%	-9%	-5%	?	i	-21	nt
COc1ccc(OC)c2[nH]c(C(=O)N/N=C/c3ccccc3O)cc12	?	?	?	-12%	?	?	i	84	nt
CCOc1ccccc1NC(=O)CCC(=O)Nc1ccc2nc(N3CCN(C)CC3)cc(C)c2c1	-2%	13%	30%	-4%	9%	?	i	?	-8%
O=C(CSc1nc2ccccc2c(=O)n1-c1ccc(OC(F)F)cc1)NC1CC1	-4%	10%	11%	3%	-3%	-6%	i	-1	-10%
c1ccc(CN=C2NN=C(c3ccccc3)CS2)cc1	-11%	-9%	?	-4%	1%	6%	i	-67*	20%
CC(C)CN1CCN(Cc2cccn2-c2ccc(Cl)cn2)CC1CCO (stereo unspecified)	-4%	-6%	5%	-32%	-15%	-1%	i	-7	-18%
CC(=O)Nc1ccc(S(=O)(=O)N2CCN(Cc3cccnc3)CC2)cc1	9%	1%	-19%	0%	1%	-2%	i	5	-3%
Cc1nc2ccccc2c(=O)n1NC(=O)c1ccc(Cl)cc1	12%	8%	5%	0%	3%	-2%	i	31	nt
CCOC(=O)COc1ccc(C(=O)CC)cc1OC	15%	17%	7%	-1%	-19%	0%	i	-1	nt
O=C(c1ccccc1)C(CCC(CN1CCOCC1)C(=O)c1ccccc1)CN1CCOCC1 (stereo unspecified)	10µM*	8.2µM*	5.8µM*	-104%	?	4.6µM*	nt	-118*	22µM*
CC(C)NC(=O)C1(C)CCN1Cc1ccc(-c2ccccc2)cc1 (stereo unspecified)	?	?	-1%	-47%	nt	nt	i	-8	?
CC1CCN(S(=O)(=O)c2ccc3c(c2)c(=O)c(C(=O)NCc2ccc(Cl)cc2)cn3C)CC1	nt	nt	10%	3%	nt	nt	i	nt	-5%

Just HT1080-NT tox, for some of the entries so far:
smiles	HT1080-NT tox
C#CCOCCOCCOCCNc1nc(N2CCN(C(=O)CCCCCCCCCCNC(=O)Cn3cc(C[C@@H](C)O)nn3)CC2)nc(N2CCN(C(=O)CCCCCCCCCCNC(=O)[C@@H](CCSC)n3cc(CCO)nn3)CC2)n1	?
COc1ccc(OC)c(S(=O)(=O)N2CCC(C(=O)NCc3ccccc3)CC2)c1	-4%
Cc1nc(-c2ccc(NC(=O)c3ccccc3Br)cc2)cs1	-2%
